ADAM17 inh = ADAM17 inhibitors, primary screen, biochemical, QFRET; inhibition, % at 6.95 µM; hit rate 0.83% among 370,000; AID 720648, 2013; recombinant ADAM17, EDANS/DABCYL FRET peptide cleavage;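 active means inhibition above the mean of compounds lying between control limits plus 3 SD, set per campaign, cut at about 8.5% in these data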;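 further: 0% = DMSO-only wells as the low control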
Target sequence (P78536 215-824 limits assumed): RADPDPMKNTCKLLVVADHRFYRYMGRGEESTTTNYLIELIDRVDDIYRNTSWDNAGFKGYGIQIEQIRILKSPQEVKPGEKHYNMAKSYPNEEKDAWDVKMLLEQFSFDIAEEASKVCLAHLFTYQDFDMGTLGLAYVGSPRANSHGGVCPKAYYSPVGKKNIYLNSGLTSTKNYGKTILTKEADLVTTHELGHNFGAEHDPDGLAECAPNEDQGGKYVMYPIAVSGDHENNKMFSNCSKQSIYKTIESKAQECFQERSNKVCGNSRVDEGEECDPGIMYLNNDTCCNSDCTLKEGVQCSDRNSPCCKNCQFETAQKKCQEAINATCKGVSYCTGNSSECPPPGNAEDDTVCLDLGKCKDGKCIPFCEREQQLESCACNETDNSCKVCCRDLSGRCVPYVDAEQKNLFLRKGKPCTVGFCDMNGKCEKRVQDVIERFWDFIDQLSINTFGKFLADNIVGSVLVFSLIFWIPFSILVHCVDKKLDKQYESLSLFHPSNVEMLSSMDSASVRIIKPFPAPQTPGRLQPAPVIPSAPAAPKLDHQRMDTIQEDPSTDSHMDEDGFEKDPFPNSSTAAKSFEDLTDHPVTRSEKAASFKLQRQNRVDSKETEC
NPR1 activator = GC-A stimulated cGMP production enhancers – HEK293 GC-A cells, cGMP TR-FRET, EC30 ANP, primary screen; Atrial natriuretic peptide receptor 1 (Homo sapiens), P16066; 0% at EC30 ANP, 100% saturating ANP; activation, % at 10 µM; hit rate 0.14% among 370,000; in the data active means activation above about 40%
DAX1 inh-1 = DAX1 (NR0B1) inhibitors on StAR promoter, primary screen, cell-based, luminescence, SF-1 (NR5A1), full-length DAX-1 | inhibition, % at 6.8 µM | HEK293T StAR-luciferase reporter, SF-1/DAX-1 repression relief | AID 652010, 2013 | hit rate 1.1% among 370,000;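 active means inhibition above the mean over all tested compounds plus 3 SD, cut at about 3.6% in these data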;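 further: 0% = DAX-1 cells with DMSO and 100% = cells lacking DAX-1 with DMSO; higher inhibition means more luminescence from relief of DAX-1 repression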
ADAM10 inh = human ADAM10 inhibitors, primary screen, biochemical, QFRET, HTS; hit rate 0.62% among 370,000; recombinant ADAM10, EDANS/DABCYL FRET peptide cleavage, 3 h; Disintegrin and metalloproteinase domain-containing protein 10 (Homo sapiens), O14672; inhibition, % at 7 µM;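 active means inhibition above a per-campaign cutoff equal to the mean of compounds falling between control-based bounds plus 3 SD, cut at about 20% in these data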;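 further: 0% = DMSO wells while the 100% control is not disclosed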
PG9 Ab binder = binders of HIV-1 gp120 antibody PG9, primary screen, biochemical, TR-FRET; HIV-1 gp120 / PG9 antibody interaction; TR-FRET gp120-PG9 antibody binding; inhibition, % at 6.7 µM; hit rate 0.43% among 360,000; AID 624416, 2012; in the data active means inhibition above about 8.5%
hcDAF12 agonist = H. contortus DAF-12 nuclear receptor activators, primary screen, cell-based, luminescence, HEK293, lit1-tk-luc reporter. activation, % at 6.8 µM. AID 652067, 2013. hit rate 1.4% among 370,000. HEK293 hcDAF-12 lit1-tk-luc reporter; 0% DMSO, 100% Δ7-dafachronic acid;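 active means activation above the mean of all tested compounds plus 3 SD, cut at about 5.5% in these data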;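 further: 100% = response to 3 µM Δ7-dafachronic acid high control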
SMARCA2 activ = SMARCA2 (BRM) function activators, primary screen, cell-based, luminescence, high throughput; MG213 cells, MMTV-luciferase reporter, dexamethasone, overnight; activation, % at 9.1 µM; hit rate 1% among 370,000; in the data active means activation above about 7.8%;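 further: 0% = vehicle wells and 100% = reference activator wells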
ssDAF12 agonist = S. stercoralis DAF-12 nuclear receptor activators, primary screen, cell-based, luminescence, HEK293, GRIP1 co-expression, lit1-tk-luc | AID 652126, 2013 | Nuclear hormone receptor DAF-12 (Strongyloides stercoralis) | activation, % at 6.8 µM | hit rate 1% among 370,000 | HEK293 ssDAF-12/GRIP1 lit1-tk-luc reporter; % of 3 µM dafachronic acid response;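 active means activation above the mean over all tested compounds plus 3 SD, cut at about 0.9% in these data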;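 further: 0% = DMSO-only wells and 100% = 3 µM delta7-dafachronic acid wells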
hgDAF12 agonist = H. glycines DAF-12 receptor agonists, primary screen, cell-based, luminescence, HEK293, GAL4 fusion, UAS-luciferase; activation, % at 6.8 µM; Nuclear hormone receptor DAF-12 (Heterodera glycines), GAL4 fusion; hit rate 1.8% among 370,000; HEK293 GAL4-hgDAF12 UAS-luciferase reporter, agonist luminescence; normalized to butyrate control;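 active means activation above a cutoff set at the mean of all screened compounds plus 3 SD, cut at about 10% in these data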;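 further: 0% = DMSO wells and 100% = sodium butyrate wells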
FXN GAA850 act = FXN promoter activators, primary screen, cell-based, luciferase luminescence, HEK293 lucGAA850. HEK293 lucGAA850 FXN promoter luciferase reporter, 24 h; percent of 10 µM SAHA response. activation, % at 6 µM. hit rate 0.56% among 360,000;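 active means activation above the average of all compounds screened plus 3 SD, cutoff fixed separately per campaign, cut at about 7.5% in these data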;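 further: 0% = DMSO wells and 100% = 10 µM SAHA wells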
DAX1 inh-2 = DAX1 (NR0B1) inhibitors, primary screen, cell-based, HEK293, Gal4-DAX1, luciferase luminescence | inhibition, % at 6.75 µM | AID 504766, 2011 | Nuclear receptor subfamily 0 group B member 1 (Homo sapiens), P51843 | hit rate 0.99% among 340,000 | HEK293 Gal4-DAX1 luciferase reporter;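 active means inhibition above the mean over all tested compounds plus 3 SD, cut at about 4.2% in these data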;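 further: 0% = DAX1-transfected cells with DMSO and 100% = empty-vector control cells with DMSO; inhibition shows as a rise in luminescence from relieved DAX1 repression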
Target sequence (P51843 207-470 limits assumed): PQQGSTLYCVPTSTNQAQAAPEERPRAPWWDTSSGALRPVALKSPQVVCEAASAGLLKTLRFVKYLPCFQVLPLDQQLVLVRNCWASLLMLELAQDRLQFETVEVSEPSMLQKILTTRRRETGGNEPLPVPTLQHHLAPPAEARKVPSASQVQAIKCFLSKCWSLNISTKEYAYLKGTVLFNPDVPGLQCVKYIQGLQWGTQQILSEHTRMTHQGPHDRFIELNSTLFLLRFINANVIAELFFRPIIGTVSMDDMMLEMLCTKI
* hit, by the source's call; nt = not tested or not shown.

SMILES	ADAM17 inh	NPR1 activator	DAX1 inh-1	ADAM10 inh	PG9 Ab binder	hcDAF12 agonist	SMARCA2 activ	ssDAF12 agonist	hgDAF12 agonist	FXN GAA850 act	DAX1 inh-2
CN(CC(=O)N1CCN(c2ccccn2)CC1)S(=O)(=O)c1ccccc1	-8	3	0.2	-10	-1.3	-1.4	2	-1.0	1.1	1.3	2.2
CC(=O)Nc1ccc(C(=O)OCC(=O)NC(=O)NC(C)(C)C)cc1	-3	4	-1.0	-4	0.8	-0.8	-2	-0.8	0.2	1.3	1.0
CN(C)C(=O)CSc1ccc(S(=O)(=O)N2CCCC2)cn1	0	5	0.3	-11	0.2	2.5	-2	-1.0	3.6	2.3	1.2
CCOc1ncccc1C(=O)Nc1ccc(C)cn1	0	5	-0.7	-9	-0.8	1.0	3	-0.5	3.9	4.8	0.8
O=C(CN1C(=O)C2CCCCN2C(=O)c2ccccc21)Nc1ccc(F)cc1 (configuration not stated)	-3	1	-1.3	-4	-0.7	-0.8	-1	-0.5	1.9	0.3	2.4
Cc1ccc(CN2CCNC(=O)C2CC(=O)N(C)C2CCCCC2)cc1 (configuration not stated)	-18	-2	-0.6	-42	-1.5	1.4	-1	-0.7	-1.1	-1.2	0.7
Nn1c(SCC(=O)NC2CCCCC2)nnc1-c1cc(-c2ccccc2)n[nH]1	4	-5	-0.7	3	nt	-0.2	-2	-1.8	2.7	nt	nt
CCn1ccnc1CN1CCN(CC(C)C)C(CCO)C1 (configuration not stated)	-7	2	-0.1	-6	-0.5	1.5	0	-0.9	1.1	0.4	0.2
N#CC1=C(N)SC(N)=C(C#N)C1C1CC=CCC1 (configuration not stated)	-8	8	0.2	-11	2.5	-0.7	-2	-0.6	0.3	-1.0	0.3
Clc1cccc(Cl)c1Cn1cnc(=NCc2ccco2)c2[nH]cnc21	-6	0	-1.2	-7	0.6	0.6	-1	-1.5	1.0	6.1	-0.8
C=CCN1C(=O)[C@@H](CC(=O)NCCCC)[C@]2(C(=O)OC)CCCCC=C12	1	3	-0.4	2	nt	-2.1	-1	-0.7	1.4	nt	nt
O=C(CSc1ccc2nnc(-c3ccncc3)n2n1)Nc1nccs1	-1	2	0.1	-3	-1.5	-1.0	-2	-1.4	0.6	-0.8	-0.6
O=C1CC[C@H](OCc2ccccc2)CCN1[C@H](CSc1ccccc1)Cc1ccccc1	3	-5	0.0	11	2.0	1.9	1	-0.6	1.9	2.5	-0.6
CNC1(C(N)=O)CCNCC1	-7	8	0.2	1	0.8	-1.4	-3	-1.1	-1.6	0.3	0.0
Cc1ccc(S(=O)(=O)NC(CC(C)C)C(=O)NCc2ccco2)cc1 (configuration not stated)	-3	-3	-0.6	3	-1.6	0.7	0	-2.1	2.1	-1.7	0.2
C=CCn1c(=O)c(C(=O)NCc2ccc3c(c2)OCO3)c(O)c2cc(OC)c(OC)cc21	-4	5	-0.3	-14	0.4	-0.5	0	-0.9	0.7	2.0	0.4
C/C(=N\NC(=O)c1cc2c(s1)CCC(C)C2)c1cccnc1 (configuration not stated)	-12	-3	-0.5	-34	-1.2	-1.7	0	-0.7	-0.1	6.2	-0.2
O=c1cc(-c2ccsc2)oc2ccc(-c3ccc4cc[nH]c4c3)cc12	1	2	-0.3	14	-1.3	1.2	5	-1.1	5.0	6.5	0.3
CN(C(=O)c1ccccc1-c1ncc[nH]1)C1CCCN(Cc2ccccc2F)C1 (configuration not stated)	-1	3	0.3	-9	-2.7	-1.8	-2	-0.9	1.4	-1.7	0.4
CCc1nc2c(OCc3ccc(F)cc3)cccn2c1N(C)C(=O)c1ccc(C)cc1	-3	0	-1.4	-9	0.5	-0.5	-6	-1.2	-0.5	-2.2	nt
Cc1ccc(S(=O)(=O)c2c(N)n(/N=C/c3ccco3)c3nc4ccccc4nc23)cc1	-50	5	-0.2	-207	0.6	-1.1	-2	-1.2	0.2	0.5	1.6
Cc1cc(NC(=O)CCC(=O)N(Cc2ccco2)C(C(=O)NC2CCCC2)c2ccccc2)no1 (configuration not stated)	-2	-4	-0.3	-3	0.4	-2.7	2	-1.2	-2.6	0.0	-0.1
COc1ccc(CCC(=O)OCC(=O)Nc2ccc(C)c(S(=O)(=O)N(C)C)c2)cc1	0	-4	1.1	4	2.0	-0.8	-2	-0.8	-1.8	-0.4	0.2
COC(CNC(=O)c1ccc2nc(-c3ccccc3)c(-c3ccccc3)nc2c1)OC	-78	-22	-2.7	-266	-2.5	-1.9	-3	-1.6	-1.3	-2.4	-1.0
Cc1cc([N+](=O)[O-])ccc1NCc1ccccc1[N+](=O)[O-]	2	-2	0.2	5	-3.1	-1.7	0	-1.4	-0.9	4.9	0.0
COc1ccccc1-n1nnnc1SCC(=O)Nc1cc(C)on1	-1	-4	0.1	-3	-1.6	-0.7	1	-0.9	3.0	0.9	0.1
O=C(CC(c1ccccc1)c1ccccc1)NCC1CCCO1 (configuration not stated)	0	-5	-0.4	0	-0.4	-2.0	-2	0.1	-1.4	1.5	-0.9
NC(=O)c1ccccc1OCC(=O)N1CCc2ccccc2C1	-4	2	-0.7	-4	-0.4	-2.0	-2	-1.1	2.6	-1.1	-0.1
CN(C(=O)COC(=O)CNC(=O)c1ccccc1F)C1CCCCC1	2	2	1.3	-5	-0.5	-1.9	0	-0.6	-0.9	1.9	1.0
COC(=O)c1cc2c(-c3ccccc3)c(C)c3ccccn3c-2c1C(=O)OC	-16	-13	-0.4	-45	26*	-0.3	0	-1.3	0.9	0.9	-0.9
CC(=NNC(=S)N1CCN(C2CCCCCC2)CC1)c1ccccn1	-2	-4	-4.8	-16	-2.0	-1.2	-6	-1.3	-1.9	-6.7	-4.5
COCCCC1CCN(Cc2cn[nH]c2-c2cc(OC)c(OC)c(OC)c2)CC1	-5	2	-0.3	-3	0.7	-2.1	-3	-1.4	-0.3	0.9	0.2
CCc1nnc(NC(=O)[C@@H](NC(=O)c2ccc(OC)cc2)C(C)C)s1	2	1	0.2	6	-1.1	-2.4	0	0.1	1.3	0.1	0.1
COC(=O)c1ccc(Sc2ccc(C)cc2)c(N)c1	-39	6	0.2	-91	0.2	2.1	7	-1.3	4.4	5.0	1.6
Cc1cc(N2CCN(S(=O)(=O)Cc3ccccc3)CC2)n2ncnc2n1	-3	0	-1.0	1	-3.4	-2.1	1	-1.3	0.3	0.9	-0.2
COc1ccccc1CNC(=O)CN(C)Cc1ccc(SC)cc1	-2	-3	-0.3	-4	-0.3	-1.3	-2	-1.6	1.3	-1.2	0.0
Cc1ccc(S(=O)(=O)N2[C@@H](c3ccc(C(C)C)cc3)C(C(=O)O)=C[C@H]2C(C)(C)C)cc1	-3	-4	-2.8	-8	1.4	-0.7	-2	-1.4	-2.9	-0.7	-1.1
CC(C)C[C@H]1COc2cc(N3CC[C@@H](O)C3)ccc2S(=O)(=O)N1	-2	0	-1.8	-20	0.4	-0.2	-4	-1.1	-3.1	nt	nt
C/C(=N/NC(=O)CNC(=O)c1ccncc1)c1ccc(Cl)cc1	0	0	0.5	-3	-1.1	0.9	-4	0.3	-1.0	-0.3	0.6
CC(C)CC1Nc2ncnc(N3CCN(c4ccccc4)CC3)c2N(Cc2ccccc2)C1=O (configuration not stated)	-5	-2	0.4	-31	-2.9	-0.8	-3	-1.2	-0.7	1.4	1.4
COc1cc(/C=N/NC(=O)C(=O)NCC2CCCO2)cc(Cl)c1O (configuration not stated)	-2	-6	1.0	2	-9.9	-1.4	-1	-1.5	-0.3	-0.9	-1.6
O=C(c1ccc2c(c1)OCCO2)C1CCN(C(=O)c2ccc(F)c(F)c2)CC1	-2	4	-1.6	-5	-0.2	-2.2	-4	-2.0	-3.7	-2.5	-1.0
O=C1[C@@H](Oc2ccccc2)[C@@H](c2ccccc2)N1c1ccccc1	-2	-9	-0.1	-5	-0.3	1.3	-3	-0.5	-0.2	-1.4	-0.4
CCOC(=O)c1ccc2[nH]c3c(c2c1)CCCC3NC=O (configuration not stated)	-10	5	0.3	-21	1.5	-0.9	1	-0.7	5.0	6.3	0.2
CCOc1cc(CNCC(C)C)cc(Cl)c1OCc1ccccc1	-1	-3	0.4	11	-0.8	1.8	-2	-0.9	0.8	-0.9	0.9
COc1cccc(NC(=O)Cn2cc(C=O)c3ccccc32)c1	-4	-7	-1.5	5	-0.8	-3.6	-3	-2.0	-5.3	-0.5	-3.6
CCOC(=O)C1CCN(Cc2nc3ccc(Cl)cc3n2CCO)CC1	1	2	0.1	0	0.0	-0.6	-6	-1.0	-0.1	0.3	0.1
NC(=O)CSC1=Nc2ccccc2C2=NC(CC(=O)NCc3cccs3)C(=O)N12 (configuration not stated)	-11	5	0.2	-21	-0.6	0.9	0	-1.3	2.6	-0.3	-0.3
CCCCCn1c(=S)[nH]c2cc(C(=O)N3CCCC3)ccc2c1=O	-1	0	-0.4	0	0.0	-1.4	2	-0.2	-1.1	-2.6	-0.1
CC(=O)c1ccc(N(CC(=O)NC2CCS(=O)(=O)C2)S(=O)(=O)c2ccc(C)cc2)cc1 (configuration not stated)	0	-2	-0.4	-20	3.6	0.7	-4	-1.1	2.3	0.0	1.7
Cc1onc(-c2ccccc2Cl)c1C(=O)NC1CCS(=O)(=O)C1 (configuration not stated)	-2	nt	0.6	-8	-1.1	-0.3	-1	-1.8	-0.4	-0.2	0.4
CN(C)C(=O)c1cn(N(C)c2ncc(C(F)(F)F)cc2Cl)c(=O)c2ccccc12	-4	-4	-0.4	-4	2.7	-1.1	-2	-0.9	-1.6	-1.6	0.6
O=C(Nc1nc2c(F)cc(F)cc2s1)c1ccco1	3	23	5.6*	0	-0.7	9.1*	2	0.4	12*	1.9	1.2
Cc1ccc(-n2c(SCC(=O)Nc3cccc(S(=O)(=O)NC4=NCCCCC4)c3)nc3ccccc3c2=O)cc1	8	5	-0.1	18	-2.7	-2.2	1	0.0	1.3	-1.1	-1.4
